Assay outcomes: PubChem BioAssay, National Center for Advancing Translational Sciences (NCATS)
ERK EGF inh: blocks ERK signaling stimulated by EGF | HEK293-V1b, EGF-stimulated phospho-ERK AlphaScreen | Potency, µM (titrated, usually from 11.5 µM), for inactives: top-dose activity change, negative = inhibition, usual class: inhibitors | 130,000 tested, 0.41% active | AID 1454; active = well fitted inhibition curve with a large enough effect; inconclusive = small, poorly fitted or top-dose-only effect, or effect the other way;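 note: plate controls were stimulated vehicle wells for no effect and unstimulated vehicle basal for full effect; nearly all actives have a fitted effect of over 55% in size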
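Phospho-ERK1/2 measured by AlphaScreen (SureFire) after 5 min 25 nM EGF stimulation of V1b-expressing HEK293 cells preincubated 30 min at 37C with titrated compounds; data scaled to DMSO and EGF controls, Hill-fitted AC50.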
Active calls of the source: *; ? = inconclusive; [ ] = another dose, or the depositor's remark. Potency is the fitted concentration of half-maximal effect.

molecule | ERK EGF inh
FC(F)(F)c1ccc(Oc2ccccc2Cl)nc1 | -15%
Cc1ccc(CN2CCN(Cc3ccc(Oc4ncccn4)cc3)CC2CCO)cc1 (stereo not given) | 9%
COC(=O)c1cn(NC(=O)/C=C/c2cccc(OC)c2OC)c(=O)c2ccccc12 | -4%
CC(C)Nc1ccc(Nc2ccnc3cc4ccccc4cc23)cc1 | 0%[57.5 µM]
CNC(=O)c1ccc(-c2cc(C(F)(F)F)nn2C)s1 | -3%[57.5 µM]
Cc1ccc(Nc2nc(-c3ccc(O)c(O)c3)cs2)nc1 | 8%
Cc1ccc(S(=O)(=O)CCN2CCN(c3ccccn3)CC2)cc1 | -6%[57.5 µM]
Cc1cccc(C)c1N(CC(=O)N/N=C/c1cc(Br)c(C)o1)S(C)(=O)=O | -1%
O=C(Nc1ccc2ccccc2c1)/C(=C\c1ccc2c(c1)OCO2)NC(=O)c1ccco1 | 2%
CCc1c(C)c(C#N)c2nc3ccccc3n2c1Cl | 5%
CC(C)c1nc(Cl)c(C#N)c2c1CCC2 | 12%[57.5 µM]
CCOC(=O)c1ccc(NC(=O)C(=O)NCCc2ccc(OC)cc2)cc1 | 1%
CCCCc1cc(=O)oc2c(C)c(OCc3nn[nH]n3)ccc12 | -10%[57.5 µM]
CCOc1ccccc1NC(=O)NCc1ccco1 | 3%[57.5 µM]
O=C(N/N=C1\CCS(=O)(=O)c2ccc(F)cc21)c1ccc([N+](=O)[O-])cc1 | 17%[57.5 µM]
CCC(=O)Oc1ccc(NC(=O)c2ccco2)cc1 | -7%
CCOC(=O)CC1C(=O)NCCN1C(=O)c1sc2ccccc2c1Cl (stereo not given) | -5%
CC[N+](CC)(CC)CCCCOc1ccc2c(c1)C(=O)c1cc(OCCCC[N+](CC)(CC)CC)ccc1-2 | 1%[57.5 µM]
O=C(OCc1nnc(-c2ccc(Br)cc2)o1)c1cncc(Br)c1 | -4%
Cc1cc(C)cc(N(C(=O)Cn2nnc(-c3ccccc3)n2)C(C(=O)NC2CCCCC2)c2ccccn2)c1 (stereo not given) | 6%
Cc1nn(-c2ccccc2)c(C)c1C=O | 2%[57.5 µM]
O=C(CSc1ccc(-c2ccc(F)cc2)nn1)NCc1ccco1 | 1%
O=C(O)CCc1cccnc1 | 2%[57.5 µM]
CCN(CC)CCC/C(=N\O)C(O)(c1ccccc1)c1ccccc1 | -2%
Clc1ccccc1-c1nc(/C=N/N2CCOCC2)c2ccccn12 | -2%
Cc1ccccc1OCCNC(=O)/C=C/c1ccc([N+](=O)[O-])cc1 | 4%
CCOC(=O)C1=C(C)OC(N)=C(C#N)C1c1cccs1 (stereo not given) | -1%
CCOC(=O)Cc1csc(NC(=O)c2c(O)c3c(n(CC(C)C)c2=O)CCCC3)n1 | 6%[57.5 µM]
COc1ccc(OC)c(NC(=O)Cn2c(CCC(=O)O)ccc2-c2ccccc2)c1 | 5%
CCc1cccc(N(C(=O)c2csnn2)C(C(=O)NC(C)(C)C)c2ccccn2)c1 (stereo not given) | -4%
O=C(Nc1cccn(Cc2c(Cl)cccc2Cl)c1=O)C1CC1 | 2%
CCOC(=O)N1CCN(CC(O)COCc2ccc(OC)c(OC)c2)CC1 (stereo not given) | -2%
Cc1c(CN2CCC(CO)(Cc3cccc(C(F)(F)F)c3)CC2)c2ccccc2n1C | ?
CCCN1C=CC(=CC=C(C#N)C#N)C=C1 | 28%[57.5 µM]
CCOC(=O)C1CCCN(c2cc(C)nc3cc(-c4ccc(Cl)cc4)nn23)C1 (stereo not given) | 0%
CC(=C/C(=O)O)/C(=C\c1ccc(Br)o1)C(=O)O | -7%[57.5 µM]
O=C(COc1ccccc1Cl)NC(=S)Nc1ccc(CN2CCOCC2)cc1 | -12%
Cc1[nH]c2ccccc2c1/C=C/c1nc2ccccc2c(=O)n1-c1cccc([N+](=O)[O-])c1 | -5%
CCOC(=O)c1nc(-c2ccccc2)oc1N1CCOCC1 | 2%
CCc1cc2ccc(OC)cc2nc1SCC(=O)NNC(C)=O | 2%

Fetched one by one from above (six):
molecule | ERK EGF inh
CCOC(=O)c1nc(-c2ccccc2)oc1N1CCOCC1 | 2%
Cc1c(CN2CCC(CO)(Cc3cccc(C(F)(F)F)c3)CC2)c2ccccc2n1C | ?
CCCN1C=CC(=CC=C(C#N)C#N)C=C1 | 28%[57.5 µM]
CCc1cc2ccc(OC)cc2nc1SCC(=O)NNC(C)=O | 2%
CC(=C/C(=O)O)/C(=C\c1ccc(Br)o1)C(=O)O | -7%[57.5 µM]
Cc1[nH]c2ccccc2c1/C=C/c1nc2ccccc2c(=O)n1-c1cccc([N+](=O)[O-])c1 | -5%

Next section:
molecule | ERK EGF inh
COC(=O)c1ccc(NC(=O)CSC2=NCCN2)cc1 | -2%
CCCCc1ccc(NC(=S)N2CCC(O)CC2)cc1 | 4%
CN1CCN(c2nc3c(c(=O)[nH]c(=O)n3C)n2CCCSc2nnnn2-c2ccccc2)CC1 | -4%
CC1(C)Cc2nc3sc4c(=O)n(CC(N)=O)cnc4c3cc2CO1 | 2%[57.5 µM]
O=C(Nc1cccc(S(=O)(=O)N2CCCC2)c1)c1ccc2c(=O)n3c(nc2c1)CCCCC3 | ?
Cc1ccc(C2=Nc3ccc(Br)cc3C(c3ccncc3)=NN2)cc1 | 35%
CCC(=O)NC1OC(CO)C(O)C(O)C1O (stereo not given) | 10%
CC(=O)N1CCc2cc(Br)cc(S(=O)(=O)CCC(=O)N3CCN(c4ccccn4)CC3)c21 | 4%
COc1ccc(S(=O)(=O)N2CCc3ccccc32)cc1C(=O)Nc1cccnc1 | 7%[57.5 µM]
Cc1cc(/C=C(\C#N)C(=O)Nc2ccccc2)c(C)n1-c1cccnc1 | 3%
CC(C)(CO)N1CCN(C(=S)Nc2ccccc2)CC1 | -3%[57.5 µM]
CSCCC(NC(=O)c1ccc([N+](=O)[O-])cc1Cl)C(=O)OCC(=O)NC1CCCC(C)C1C (stereo not given) | -5%
CCOc1ccc(OCC)c(NC(=O)CSc2nnc(Cn3cnc4ccccc43)n2C)c1 | -14%
COc1cc(C(C#N)N2CCC(c3ccccc3)=N2)ccc1O (stereo not given) | 2%[57.5 µM]
Cc1cc(-c2nn(-c3ccccc3F)cc2CN2CCCC(O)C2)c(C)s1 (stereo not given) | -7%[57.5 µM]
Cn1c(=O)c2c(nc(N/N=C/c3cccs3)n2Cc2ccccc2)n(C)c1=O | ?
CN1CC2([N+](=O)[O-])CC=C(OCCO)C([N+](=O)[O-])(C1)C2 (stereo not given) | -5%
Cc1ccc(C)c(Nc2cc(C(=O)NCc3cccnc3)c3ccccc3n2)c1 | -8%[57.5 µM]
c1ccc(-c2nnc(CN3CCN(c4ccccc4)CC3)o2)cc1 | 1%
NCCC[C@@H](CC(=O)N[C@@H]1CCCC[C@H]1C(=O)N[C@H](CC(=O)N[C@@H](CCC(=O)O)CC(=O)O)Cc1ccccc1)NC(=O)C[C@H](Cc1ccccc1)NC(=O)[C@@H]1CNCC[C@H]1N | 2%
O=C(CCN1C(=O)c2ccccc2C1=O)N1CCOCC1 | -3%
CNc1ncnc2c1ncn2[C@@H]1O[C@H](CO)[C@@H](O)[C@@H]1O | 8%[25.7 µM]
Cn1c(SCC(=O)NNC(=O)c2ccc(Cl)cc2)nnc1-c1cccnc1 | -16%
c1ccc(-c2ncnc3cc4n(c23)CCC4)cc1 | 6%
CC(=O)[C@H]1CCC2C3CC=C4C[C@@H](OS(=O)(=O)O)CC[C@]4(C)C3CC[C@@]21C (stereo not given in full) | -4%
CN(CC1CCCO1)S(=O)(=O)c1ccc(C(=O)N2CCN(c3ccccc3)CC2)cc1 (stereo not given) | ?
FC(F)(F)c1cc(CN2CCCC3(CCNCC3)C2)cc(C(F)(F)F)c1 | 0%
Cc1cc(Cl)c(OCCOCCN2CCC(C)CC2)c(Br)c1 | -6%
Cc1nc(Cl)c2c(n1)N(CC(N)=O)C(=O)CO2 | -11%
O=C1OCCC1Sc1nc2ccccc2c(=O)n1Cc1ccc(F)cc1 (stereo not given) | 4%
CC(=O)c1ccc(NC(=S)N2CCN(CCN3C(=O)c4cccc5cccc(c45)C3=O)CC2)cc1 | 4%
CCCCN(C)C(=O)c1nc2ccccn2c1CN1CCC[C@H]1C(=O)OC | 4%
CC(C)OP(=O)(OC(C)C)C(Nc1ccccc1)c1cccnc1 (stereo not given) | -6%[57.5 µM]
CCOC(=O)C(Cc1ccccc1)C(=O)Nc1cccc2ccccc12 (stereo not given) | 10%
CCCC(=O)OCC(=O)Nc1cc([N+](=O)[O-])ccc1OC | -6%
Cc1ccccc1-n1c(SC2CCOC2=O)nnc1-c1ccncc1 (stereo not given) | 2%
CCOc1ccc(Br)cc1S(=O)(=O)Nc1ccc(NC(=O)c2ccccc2F)cc1 | -4%
C=CCNC(=S)/N=c1/ccccn1CC | 3%[57.5 µM]
Cn1c(SCC(=O)Nc2ccccc2)nnc1-c1ccc2nonc2c1 | 9%[57.5 µM]
Cc1ccc(CC(=O)NCCCn2ccnc2)cc1 | -2%
COc1ccc(CCn2c(C)cc3c(c2=O)C(c2ccncc2)C(C#N)=C(N)O3)cc1OC (stereo not given) | -1%[57.5 µM]
CNC(=O)Oc1ccc2c(c1)C1(C)CCN(C)C1N2C (stereo not given) | -19%
Cc1ccc(N2NC3(CCN(C(N)=O)CC3)NC2=O)cc1 | 5%
CC(C)n1c(O)c(N=Nc2ccc(Cl)nn2)c2ccccc21 | 6%
CC(C)CCNC(=O)C(C)N(Cc1ccc(F)cc1)C(=O)c1ccc(CN2CCOCC2)o1 (stereo not given) | 6%
Cn1c(SCC(=O)c2c(N)n(C)c(=O)n(C)c2=O)nnc1-c1ccccc1 | 10%
COc1ccc(C(=O)c2cnc[nH]2)cc1OC | -1%[57.5 µM]
COc1ccccc1CC(=O)NNS(=O)(=O)c1ccccc1[N+](=O)[O-] | -2%

The last 7 records of the part above are carried over, then new ones follow:
molecule | ERK EGF inh
CNC(=O)Oc1ccc2c(c1)C1(C)CCN(C)C1N2C (stereo not given) | -19%
Cc1ccc(N2NC3(CCN(C(N)=O)CC3)NC2=O)cc1 | 5%
CC(C)n1c(O)c(N=Nc2ccc(Cl)nn2)c2ccccc21 | 6%
CC(C)CCNC(=O)C(C)N(Cc1ccc(F)cc1)C(=O)c1ccc(CN2CCOCC2)o1 (stereo not given) | 6%
Cn1c(SCC(=O)c2c(N)n(C)c(=O)n(C)c2=O)nnc1-c1ccccc1 | 10%
COc1ccc(C(=O)c2cnc[nH]2)cc1OC | -1%[57.5 µM]
COc1ccccc1CC(=O)NNS(=O)(=O)c1ccccc1[N+](=O)[O-] | -2%
COc1cccc(NC(=O)COC(=O)CNS(=O)(=O)c2c(F)cccc2F)c1 | -5%
CN1CCN(C(=O)Nc2ccccc2CC[N+](=O)[O-])CC1 | -9%
CC(=O)c1ccc(N2CC(C)(C)C2=O)cc1 | -1%
Cc1ccc(Nc2nc(N)nc(CCl)n2)cc1 | 3%[57.5 µM]
CC(C)n1nc(C(=O)OCC(=O)N2CC(=O)Nc3ccccc32)c2ccccc2c1=O | 4%
COC(=O)c1c(NC(=O)/C=C/C(=O)O)sc(C)c1-c1ccc(C(C)C)cc1 | -10%
Cc1ccc(-n2nc3c(c2NC(=O)c2ccc4c(c2)OCO4)CSC3)cc1 | -6%
CN(C)S(=O)(=O)c1cccc(C(=O)Nc2ccccc2[N+](=O)[O-])c1 | 1%
O=C(NN1C(=O)/C(=C/C=C/c2ccco2)SC1=S)c1ccncc1 | -3%[57.5 µM]
COC(=O)CSc1nnc(NC(=O)/C=C\c2ccc3c(c2)OCO3)s1 | -1%
CCCCC(=O)Nc1ccc(C(=O)N(CC)c2ccccc2C)cc1 | 1%
Cc1ccc(C2C=C(c3ccccc3)Nc3nc(N4C(=O)CCC4=O)nn32)cc1 (stereo not given) | -5%
COc1ccc(C(=O)N/N=C/c2ccc(OC)c(OS(=O)(=O)c3ccccc3)c2)cc1 | 1%
Cc1onc(-c2c(F)cccc2Cl)c1C(=O)ONC(=O)c1ccco1 | 7%[57.5 µM]
O=[N+]([O-])c1cc(Br)c(O)c(/C=N/Nc2nc3ccccc3s2)c1 | ?
CCn1cc(C(=O)O)c(=O)c2cnc(N3CCN(C(=S)NC(=O)c4ccc(Br)cc4)CC3)nc21 | ?
c1ccc2oc(Cc3ccc(Cc4nc5ccccc5o4)cc3)nc2c1 | -15%
O=[N+]([O-])c1ccc(OCC(O)CNC2CCCC2)cc1 (stereo not given) | -2%[57.5 µM]
COc1ccc(/C=C/C(=O)OCC(=O)c2ccc3c(c2)NC(=O)CO3)cc1 | 6%[57.5 µM]
CC(=O)c1ccc(NC(=O)C2(c3ccccc3)CC2(Cl)Cl)cc1 (stereo not given) | -6%[57.5 µM]

For convenience, some entries already given:
molecule | ERK EGF inh
O=[N+]([O-])c1cc(Br)c(O)c(/C=N/Nc2nc3ccccc3s2)c1 | ?
CCn1cc(C(=O)O)c(=O)c2cnc(N3CCN(C(=S)NC(=O)c4ccc(Br)cc4)CC3)nc21 | ?
c1ccc2oc(Cc3ccc(Cc4nc5ccccc5o4)cc3)nc2c1 | -15%

The list is partial, so the mix of outcomes need not match the whole.
